RAD54 branch: inhibitors of human RAD54 branch migration, primary screen, biochemical, fluorescence, single point. RAD54 Holliday junction branch migration, FAM/BHQ fluorescence. inhibition, % at 10.4 µM. hit rate 0.14% among 360,000;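 active means mean normalized replicate activity at least 40 and at least half of replicates scoring 40 or more; inconclusive means only one of the two criteria met; inactive means mean below 40 and under half of replicates reaching 40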;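 further: 0% = median of neutral control wells and 100% = median of positive control wells; inhibitors cause a drop in the FAM fluorescence signal; in these data hits start at about 50%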
Target sequence (Q92698 whole entry, looked up): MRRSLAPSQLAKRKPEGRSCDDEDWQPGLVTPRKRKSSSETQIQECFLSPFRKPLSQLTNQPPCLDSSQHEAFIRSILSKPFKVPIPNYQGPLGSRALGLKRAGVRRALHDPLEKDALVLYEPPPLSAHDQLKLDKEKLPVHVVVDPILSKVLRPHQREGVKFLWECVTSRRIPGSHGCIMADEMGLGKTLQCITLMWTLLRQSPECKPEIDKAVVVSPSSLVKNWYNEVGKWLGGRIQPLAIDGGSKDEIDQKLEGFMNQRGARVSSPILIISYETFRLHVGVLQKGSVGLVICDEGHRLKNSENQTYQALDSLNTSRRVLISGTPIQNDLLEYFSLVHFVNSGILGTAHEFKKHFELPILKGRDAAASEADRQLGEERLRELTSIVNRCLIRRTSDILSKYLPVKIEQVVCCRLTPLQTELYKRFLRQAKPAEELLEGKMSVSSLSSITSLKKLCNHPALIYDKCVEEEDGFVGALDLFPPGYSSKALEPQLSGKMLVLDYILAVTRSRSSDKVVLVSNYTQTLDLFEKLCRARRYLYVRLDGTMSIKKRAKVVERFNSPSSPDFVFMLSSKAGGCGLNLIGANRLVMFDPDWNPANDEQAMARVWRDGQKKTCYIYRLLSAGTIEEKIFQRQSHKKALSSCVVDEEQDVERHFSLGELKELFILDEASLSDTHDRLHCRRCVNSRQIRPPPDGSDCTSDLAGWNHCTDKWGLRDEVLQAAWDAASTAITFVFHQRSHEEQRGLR
esBAF inh: Bmi1 luciferase reporter increase in mESCs, primary screen, esBAF inhibitor project, mouse ES cells, Bmi1 luciferase knock-in, single point; hit rate 2% among 350,000; reporter increase, % at 12.5 µM; 24 h; 100% = twice the neutral-well signal; in the data active means activation above about 40%; inconclusive means no clear call, values can overlap the other calls;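 further: 0% = median of the plate's neutral control wells and 100% = double that signal; a rise in the Bmi1 reporter signal indicates esBAF inhibition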
* = called active by the depositor; ? = inconclusive.

Below each SMILES – RAD54 branch, esBAF inh
COc1ccc(-c2nnc3sc(CN4C(=O)c5ccccc5C4=O)nn23)cc1
  1, -2
Cc1ccc(C(=O)Oc2cc(-c3ccccc3)no2)cc1
  -22, 7
CCN1C(=O)/C(=C\N2CCCc3ccccc32)SC1=S
  1, 7
O=C(C1=C[C@@H](c2ccc(Br)cc2)C[C@@H](OCc2ccc(CO)cc2)O1)N1CCN(Cc2ccc3c(c2)OCO3)CC1
  4, 10
O=C(COC(=O)c1ccccc1NC(=O)c1ccco1)NCCC1=CCCCC1
  12, 63*
O=C(C1CCCN(S(=O)(=O)c2ccc([N+](=O)[O-])cc2)C1)N1CCCCC1 (centres undefined)
  -1, 7
Cc1cccc(CN2C(=O)/C(=C\c3ccc(C(=O)NCCN4CCOCC4)cc3)Sc3ccccc32)c1
  -1, -5
CN1C(=O)C(O)(CC(=O)c2ccccn2)c2cc(Br)ccc21 (centres undefined)
  -15, -10
CCCNC(=O)NC(=O)CSc1nnc(C)n1N
  5, -4
C=C(C)CSc1nnc2[nH]c(=O)cc(N)n12
  -3, -2
Cn1c(CCN2CCN(c3ccccc3)CC2)nc2cc(NC(=O)c3ccco3)ccc21
  1, 6
CN1CCN(c2ccccc2NC(=O)c2cccc(OCc3ccccc3)c2)CC1
  1, -9
CCCC(=O)N1CCC1(C)C(=O)Nc1ccc(-n2cccc2)cc1 (centres undefined)
  5, 2
Cc1nnc(Oc2ccccc2)c2ccccc12
  0, 18
O=[N+]([O-])c1cc(F)c(N2CCCCC2)cc1N1CCOCC1
  -17, 2
O=C(O)CC(NC(=O)OCc1ccccc1)c1ccccc1 (centres undefined)
  9, -3
CCCCC(SCC(=O)Nc1ccccc1)C(=O)O (centres undefined)
  11, 18
N#C/C(C(=O)N1CCCCC1)=C1\Nc2ccccc2S1
  -5, 36
CC(C)(C)NS(=O)(=O)c1ccc(CCC(=O)Nc2cc(Cl)ccc2Oc2ccccc2)cc1
  2, -33
COc1ccccc1-n1c(CNC(=O)c2ccco2)nnc1SCC(=O)Nc1ccc(F)cc1
  13, -13

Record cards (already shown):
Cc1cccc(CN2C(=O)/C(=C\c3ccc(C(=O)NCCN4CCOCC4)cc3)Sc3ccccc32)c1 reads RAD54 branch = -1; esBAF inh = -5
CCCNC(=O)NC(=O)CSc1nnc(C)n1N reads RAD54 branch = 5; esBAF inh = -4

(listing goes on)
Below each SMILES – RAD54 branch, esBAF inh
COc1ccccc1OCCOc1ccccc1/C=N/n1cnnc1
  -5, 13
COc1ccc(N2C(=O)CCC(C(C)=O)=C2C)cc1
  -5, -13
Cc1ccc(NC2c3ncccc3C(=O)N2C2CCCCC2)cc1C (centres undefined)
  -4, -5
CCOC(=O)c1csc(NC(=O)c2cc(OC)c(OC)c(OC)c2)n1
  -4, -2
O=C(NC1CCCc2ccccc21)c1ccc(=O)[nH]c1 (centres undefined)
  0, -8
O=S(=O)(NCc1cccnc1)c1ccc(Cl)c(Cl)c1Cl
  -5, -5
C=C(C)COc1ccc(-c2[nH]ncc2Oc2ccccc2OCC)c(O)c1
  0, 3
C#CCSc1nnc(-c2cc3c(C(F)(F)F)nn(C)c3s2)n1C
  -1, -9
COCCCn1c(CCC(=O)O)ccc1-c1cccs1
  -20, 0
CCOc1cc(C(=O)NCc2ccncc2)cc(OCC)c1OCC
  2, -5
O=C(c1ccccc1CCc1ccccc1)N1CCN(c2ccccn2)CC1
  -2, -6
COc1ccccc1C(=O)Nn1c(C2CCC2)nc2ccccc2c1=O
  4, -7
COCc1nnc(NS(=O)(=O)c2ccccc2)s1
  -4, -5
CCOC(=O)N1CCC(NC(=O)CCC(=O)N2CC(C)Oc3ccccc32)CC1 (centres undefined)
  4, -4
CCCCCCNC(=O)CC(c1ccccc1)c1cc(Br)ccc1O (centres undefined)
  1, -8
COc1ccc(C(=O)/C=C/Nc2ccc(C)cn2)cc1OC
  4, 60*
O=C(Oc1ccc(Br)cc1C(=S)N1CCOCC1)c1ccc(F)cc1
  -3, -2
COCCn1c(=O)[nH]c2cc(C(=O)Nc3ccc(OC)c(Cl)c3)ccc2c1=O
  -8, -2
O=C(CN(Cc1ccccc1)C(=O)c1ccc2c(c1)OCCO2)NCc1ccc2c(c1)OCO2
  -11, 4
CCOC(=O)CSc1nc2ccccc2n1C(=O)OCC
  -13, 0

Reprinted at random: 4 records from the list.
Below each SMILES – RAD54 branch, esBAF inh
O=C(Oc1ccc(Br)cc1C(=S)N1CCOCC1)c1ccc(F)cc1
  -3, -2
COCCn1c(=O)[nH]c2cc(C(=O)Nc3ccc(OC)c(Cl)c3)ccc2c1=O
  -8, -2
COCc1nnc(NS(=O)(=O)c2ccccc2)s1
  -4, -5
O=C(c1ccccc1CCc1ccccc1)N1CCN(c2ccccn2)CC1
  -2, -6

Carrying on.
Below each SMILES – RAD54 branch, esBAF inh
CSc1nc2ccccc2n1CC(=O)Nc1ccccc1
  -6, 0
Cc1ccc(-c2noc(CNCCCN(C)C)n2)cc1
  -10, 17
Cc1cc(NC(CC(C)C)C(=O)O)nc(Cc2ccccc2)n1 (centres undefined)
  13, -6
Cc1ccc(C)c(N2CCN(C(c3ccc(N(C)C)cc3)c3nnnn3C(C)(C)C)CC2)c1 (centres undefined)
  0, 1
CCc1ccc(N=CC2=C(O)CC(c3ccco3)CC2=O)cc1 (centres undefined)
  3, 5
Cn1c(=O)c2c(nc(CN3CCC(C(N)=O)CC3)n2CCc2ccccc2)n(C)c1=O
  -5, -6
CC(C)c1ccc(Nc2ncccc2C#N)cc1
  -7, ?
CN1CCN(c2ccccc2NC(=O)c2cc(Br)ccc2Cl)CC1
  3, 0
CCCCC(CC)C1OCC(CN2CCCC2)O1 (centres undefined)
  -3, -2
COC(=O)c1ccccc1NC(=O)C1CCCCC1C(=O)O (centres undefined)
  -1, 0
CC1(C)SC2c3ccccc3C(=O)N2[C@@H]1C(=O)NCc1ccco1 (some centres undefined)
  -3, 4
CCC(=O)OCCn1c(=O)c2cc3c(=O)n(CCOC(=O)CC)c(=O)c3cc2c1=O
  1, -6
c1ccc(-c2onc3c2CCCC3)cc1
  -4, 11
O=C(NNC(=S)Nc1cccc2ccccc12)c1cccc(Br)c1
  6, 1
CN1CCN(C(=O)c2ccc(COc3ccc(Cl)cc3Cl)cc2)CC1
  3, 20
COc1ccc(NC(C)=O)cc1NC(=O)CN1CCN(C2c3ccccc3-c3ccccc32)CC1
  -10, -3
COc1cc(NC(=O)c2[nH]cnc2C(N)=O)cc(C(=O)Nc2cccc(C(F)(F)F)c2)c1
  -16, -11
CCOC(=O)CNC(=O)CSc1ncnc2c1cnn2Cc1ccccc1
  -7, -1
CC(=O)N=c1sc(C(C)(C)C)c(C)n1C
  -8, 4
CCOc1ccc(C(=O)OCC(=O)Nc2cc(C)on2)cc1OCC
  7, 0
COc1ccc(OC)c(S(=O)(=O)N2CCN(C)CC2)c1
  -6, -4
Cc1ccc2c(c1)-c1c(ssc1=S)C(C)(C)N2C(=O)CSc1nncn1C
  -13, -7
O=C(NCc1ccco1)c1cnn2c1NC(c1ccc(Br)cc1)CC2C(F)(F)F (centres undefined)
  -2, -6
O=S(=O)(NC1CC2CCC1C2)c1ccc(Br)s1 (centres undefined)
  -5, -3
CCC(=O)NC(NCC1CCCO1)C(Cl)(Cl)Cl (centres undefined)
  -4, -1
O=C(Oc1ccc(Br)cc1C(=S)N1CCCC1)c1ccccc1Cl
  -11, -10
COC(=O)c1cc(OC)c(OC)cc1N1C(=O)CC(C)(C)CC1=O
  11, 2
O=C(Nc1ccccc1)c1ccc(OC(=O)c2cc3ccccc3o2)cc1
  -5, 27
CCOC(=O)c1ccc2nc(NC(=O)c3cccs3)sc2c1
  -13, -4
Cc1cc(NC(=O)CCC2CCCC2)no1
  3, 37
CO/N=C/NC(=O)c1ccc([N+](=O)[O-])c(CS(=O)(=O)c2ccc(Cl)cc2)c1
  -1, -3
CCc1ccc2oc(C(=O)Nc3cccnc3)c(C)c2c1
  -4, 17
Oc1ccccc1C1=Nc2nc3ccccc3n2C(c2ccccc2)C1 (centres undefined)
  -2, 49*
CCC(=O)Nc1cccc(NC(=O)CSc2nnc(C(C)C)n2CC)c1
  -2, -5
CCOC(=O)c1sc(NC(=O)c2cc3n(n2)C(C(F)(F)F)CC(c2cccs2)N3)c(C(=O)OCC)c1C (centres undefined)
  -8, 9
CC(=O)c1cc(C#N)c(Oc2cccc(C(F)(F)F)c2)nc1C
  -2, 10
COC(=O)c1[nH]c2ccccc2c1NC(=O)CN1CCC(C(N)=O)(N2CCCCC2)CC1
  -7, -3
C/C(Cl)=C/Cn1c(=O)c2c(nc(Br)n2Cc2ccccc2)n(C)c1=O
  -5, 6
O=C(NCc1ccccc1)c1cc(-n2cnnc2)ccc1Cl
  -7, -6
CSc1nc2[nH]c3c(c2c2nncn12)CC(C)(C)OC3
  6, -8
CCOC(=O)Nc1ccc2c(c1)N(C(=O)CN1CCN3CCCC3C1)c1ccccc1CC2 (centres undefined)
  -12, -12
COc1cccc(C(CC(=O)NCc2ccco2)NS(=O)(=O)c2ccc(C)cc2)c1OC (centres undefined)
  9, -12
Cn1nc(C(F)(F)F)c2cc(NC(=O)OCc3ccc(F)cc3)sc21
  -6, -3
O=C(Nc1ccccc1)c1nnsc1S(=O)c1ccc(Cl)cc1 (centres undefined)
  -17, 44*
O=C(COc1ccccc1C(=O)N/N=C\c1ccc(O)c(O)c1)N/N=C/c1ccc(O)c(O)c1
  -6, -3
CCC(C)(C)n1nnnc1C(c1cccs1)N1CCN(c2nc3ccccc3s2)CC1 (centres undefined)
  7, -5
COc1ccc(-c2ccc(C#N)c(SCC(=O)OCc3ccccc3)n2)cc1OC
  -3, 1
CC(C)CC(c1nnnn1Cc1ccco1)N1CCN(C2CCCC2)CC1 (centres undefined)
  0, -7
COC(=O)CSc1nnc(Cc2ccccc2)n1-c1ccc(C)cc1
  -20, 7
Cc1ccc(C)c(N2CCN(C(=O)c3ccccc3Br)CC2)c1
  8, 3

Next part:
Below each SMILES – RAD54 branch, esBAF inh
CC(=O)Oc1ccc(N2C(=O)CCC2=O)cc1
  -2, -6
CCOc1ccc(CCNC(=O)CCN2C(=O)COc3ccccc32)cc1OCC
  3, -14
COc1cccc(C=Nc2ccc3c(c2)OCCO3)c1O
  1, 8
O=C1NC(=O)C(CC(=O)N(Cc2ccco2)C2(C(=O)NC3CCCC3)CCCCC2)N1 (centres undefined)
  2, -9
COC(=O)c1ccc(OCC2NCCc3cc(OC)c(OC)cc32)cc1 (centres undefined)
  -3, -6
Cc1ccc(-c2c(C#N)c(N)nc3c2CCCCC3)o1
  -17, -3
COCCOC(=O)CC1=NC(=O)CS1
  -8, -5
Cc1ccc(C(=O)c2coc3ccc(OCC(=O)O)cc23)cc1
  1, -5
C=CCc1ccc(OCCOc2cccc3ccc(C)nc23)c(OC)c1
  -5, 15
O=C(OCc1cnc(Cl)s1)c1cccc(Cl)c1
  -12, -3
COc1ccccc1OC1=NS(=O)(=O)c2ccccc21
  -7, -10
O=C(NC(=S)Nc1cc(C(F)(F)F)ccc1Cl)c1ccccc1
  -14, 25
COc1ccccc1N1CCN(Cc2nc3ccccc3c(=O)n2CC(C)=O)CC1
  -4, -2
Cc1noc(C)c1CSc1nc2sc(C)c(C)c2c(=O)n1-c1ccccc1
  -1, -9
O=C(CP(=O)(c1ccccc1)c1ccccc1)N1CCCCC1
  -1, 4
CC(=O)Nc1ccc(-n2c(C)c(C(C)=O)c(C(C)=O)c2C)cc1
  -9, -4
Cc1c(NC(=O)Cn2nc(C(=O)O)c3ccccc3c2=O)c(=O)n(-c2ccccc2)n1C
  -2, -6
Cc1ccc(C(=O)CCNc2ccc(Cl)cc2)o1
  -1, 29
CCOC(=O)c1cc(-c2ccc(OC)cc2)nc2c1c(C)nn2CCC#N
  -19, -12
O=C(NCC(F)(F)F)N1CCOCC1
  -2, -1
COc1cccc(C(=O)OC(C)CN2CCCC2)c1 (centres undefined)
  -8, -2
Cc1cc(C)cc(N(C(C)C(=O)Nc2c(C)n(C)n(-c3ccccc3)c2=O)S(C)(=O)=O)c1 (centres undefined)
  -3, -4
CN(c1ccc(C(=O)NCCc2ccccc2)cc1)S(C)(=O)=O
  -3, -22
Cc1sc(NC(=O)CSc2nnnn2C2CCCC2)c(C#N)c1C
  -4, 1
CC(C)c1nnc(NC(=O)CCC(=O)NCC2CCCO2)s1 (centres undefined)
  -5, -1
COc1ccc(Cc2c(N)nc(N)nc2N)cc1
  4, 4
CCCn1c(SC(C)C(=O)O)nc2ccccc21 (centres undefined)
  -7, 3
CSC1=C(C#N)C(CC(C)C)C(C(C)=O)=C(C)N1 (centres undefined)
  -8, 4
Cn1c(N)c(C(=O)CSc2nc3ccccc3n2-c2ccccc2)c(=O)n(C)c1=O
  1, 4
CCOc1cc(C(=O)Nc2c3c(nn2C(C)(C)C)CS(=O)C3)cc(OCC)c1OCC (centres undefined)
  2, 8
CC(C)(C)OC(=O)NCCc1nnc(S(=O)(=O)Cc2ccc(Cl)cc2Cl)o1
  2, 1
CCOC(=O)c1ccc(N2C(=O)CC(N(C)Cc3ccccc3)C2=O)cc1 (centres undefined)
  8, 2
O=C(CSc1nc2ccccc2s1)NNC(=O)Nc1ccc(Cl)c(Cl)c1
  9, -9
CCCSC(=O)N(CC)CC(=O)Nc1c(CC)cccc1CC
  1, -11
CCOc1ccc(NC(=O)N2CCN(c3nc4ccccc4s3)CC2)cc1
  10, -18
Oc1ccccc1-c1cc(-c2cccc(F)c2)n[nH]1
  -5, 45*
CCCN(CCC)C1Sc2ccc(C(=O)OC)cc2NC1=O (centres undefined)
  5, 1

Some of the compounds tested; count on the stated rates, not on these rows.
